High-throughput results as filed in PubChem BioAssay.
RGS4 inhibitor – inhibitors of human regulator of G protein signaling 4; Potency, µM (highest dose often 114 µM), for inactives: at the highest dose activity change, negative = inhibition, hits mostly inhibitors; Transcreener GDP fluorescence polarization, RGS4-accelerated GTP hydrolysis; hit rate 0.039% among 390,000; further: potency means the concentration at half of the fitted maximal effect; on the % scale 0 is the no-effect control and ±100 the full control effect; nearly all actives have a fitted effect of over 75% in size; some results filed as inactive show a strong effect at the top dose
Target sequence (P49798 whole entry, looked up): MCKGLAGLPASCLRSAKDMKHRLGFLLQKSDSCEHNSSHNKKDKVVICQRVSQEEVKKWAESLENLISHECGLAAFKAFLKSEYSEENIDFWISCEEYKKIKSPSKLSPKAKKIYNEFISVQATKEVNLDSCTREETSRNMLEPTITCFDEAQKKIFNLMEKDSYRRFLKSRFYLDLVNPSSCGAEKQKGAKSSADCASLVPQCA
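MLSMR compounds (23 nl, pin-transferred) preincubated 10 min at room temperature with a 500nM (2x) first reagent, then RGS4 at 900nM (2x) plus Transcreener GDP mix added; fluorescence polarization (620/688 nm) read before and after 90 min at 30 °C.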
TrxR1 substrate – substrates of rat thioredoxin reductase 1 | O89049 | purified TrxR1 substrate turnover, NADPH consumption readout | Potency, µM (series often up to 114 µM), for the others: at the top dose activity change, negative = substrate turnover | hit rate 0.01% among 390,000 | AID 588456; further: potency means the concentration at half of the fitted maximal effect; on the % scale 0 is the no-effect control and ±100 the full control effect; nearly all actives have a fitted effect of over 50% in size
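Rat TrxR1, dispensed at 90 nM, was prereduced with 400 uM NADPH (final) for 5 min at ~22 deg C, then incubated with compound 15 min before 400 uM selenite. A first-read NADPH fluorescence drop versus no-compound background flagged substrates.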
USP1 inh – USP1/UAF1 (human) deubiquitinase inhibition | AID 743255 | recombinant USP1/UAF1, Ub-Rhodamine cleavage fluorescence | O94782 | Potency, µM (top dose mostly 57.1 µM), inactives show at the top dose activity change, negative = inhibition, actives largely listed as inhibitors | hit rate 0.23% among 390,000; further: potency means the concentration at half of the fitted maximal effect; on the % scale 0 is the no-effect control and ±100 the full control effect; nearly all actives have a fitted effect of over 60% in size; inactives centre near -12
Target sequence (O94782 whole entry, looked up): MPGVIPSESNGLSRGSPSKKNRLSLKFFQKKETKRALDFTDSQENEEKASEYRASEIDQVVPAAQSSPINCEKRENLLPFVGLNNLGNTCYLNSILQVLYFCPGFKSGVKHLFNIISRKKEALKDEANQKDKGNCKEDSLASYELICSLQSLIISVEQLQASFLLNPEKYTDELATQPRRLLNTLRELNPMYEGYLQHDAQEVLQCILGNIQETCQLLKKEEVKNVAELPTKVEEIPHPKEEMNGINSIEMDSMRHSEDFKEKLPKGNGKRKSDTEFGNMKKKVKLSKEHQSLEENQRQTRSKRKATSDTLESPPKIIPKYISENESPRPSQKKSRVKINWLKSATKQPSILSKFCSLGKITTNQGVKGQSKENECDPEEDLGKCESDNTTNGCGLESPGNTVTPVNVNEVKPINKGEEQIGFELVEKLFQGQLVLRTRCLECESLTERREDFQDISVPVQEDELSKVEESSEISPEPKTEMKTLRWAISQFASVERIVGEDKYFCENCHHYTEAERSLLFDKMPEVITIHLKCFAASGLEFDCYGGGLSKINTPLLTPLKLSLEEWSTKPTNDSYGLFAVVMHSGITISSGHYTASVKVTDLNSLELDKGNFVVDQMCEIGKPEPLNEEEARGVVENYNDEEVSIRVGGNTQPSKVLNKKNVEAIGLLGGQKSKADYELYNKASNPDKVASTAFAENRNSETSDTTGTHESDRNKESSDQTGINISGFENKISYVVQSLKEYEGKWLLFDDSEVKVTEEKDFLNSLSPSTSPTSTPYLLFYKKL
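USP1/UAF1 complex at 1 nM was preincubated with compound for 15 min at room temperature, then Ub-Rho substrate (150nM final) was added. Fluorescence (480/540 nm) was read kinetically, 6 reads every 60 seconds.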
Vif-APOBEC3F blk – Vif-A3F binding inhibition. HeLa A3F-eYFP + Vif (tagged APOBEC3F with the HIV-1 protein that degrades it), YFP fluorescence increase. Potency, µM (series often up to 46.1 µM), without a hit: at the highest dose activity, negative = active. hit rate 0.2% among 390,000; further: potency means the concentration at half of the fitted maximal effect; % of control where 0% means no effect; nearly all actives have a fitted effect of over 65% in size
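Fluorescence increase (Ex 488/Em 500-530) after overnight compound treatment at 37 deg C flags inhibition of Vif-driven A3F-eYFP loss in stable HeLa A3F-eYFP/Vif cells seeded overnight beforehand.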
IDH1 R132H inh – inhibitors of human mutant IDH1 R132H; IDH1-R132H enzyme, NADPH consumption, diaphorase/resazurin fluorescence; Potency, µM (top dose mostly 76.6 µM), without a hit: at the top dose activity change, negative = inhibition, actives largely listed as inhibitors; hit rate 0.093% among 390,000; further: potency means the concentration at half of the fitted maximal effect; on the % scale 0 is the no-effect control and ±100 the full control effect; nearly all actives have a fitted effect of over 65% in size
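IDH1-R132H (0.5 ug/mL) preincubated 30 min with compound, then NADPH (0.016 mM) and alpha-KG (2 mM) added; 80 min at RT, pH 7.5. Remaining NADPH coupled via diaphorase/resazurin to fluorescence (540/590 nm); concentration-response curves normalized to no-enzyme control.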
Glioma ERSR ind – inducers of ER stress response in human glioma cells. U87-MG GRP78 promoter luciferase reporter, 16 h. Potency, µM, for the others: top-dose activation, hits mostly activators. hit rate 0.02% among 420,000. AID 602332; further: potency means the concentration at half of the fitted maximal effect; series mostly up to about 76 µM; % of control where 0% means no effect; nearly all actives have a fitted effect of over 35% in size
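ERSR induction read as luciferase luminescence (Bright-Glo, 10 min at room temperature) in stably transfected human U87-MG glioma cells exposed to compounds for 16 h, using GRP78 as sensor.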
LDHA inh – blocks human lactate dehydrogenase A | purified LDHA, NADH/diaphorase-resazurin fluorescence; active compounds read low | activity change, % (values are at about 110 or 230 µM) | hit rate 0.15% among 480,000; in the data active means activity change below about -30%; inconclusive means mostly about -25% to -30%;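 further: plate controls were DMSO wells for no effect and wells without enzyme for full effect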
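Resorufin fluorescence (ex540/em590), read at 0 and 20 min after diaphorase/resazurin addition, reports the NADH left after a 5 min room-temperature reaction of 2 nM human LDH5 with 0.06 mM NADH and 0.2 mM pyruvate.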
TrxR1 inh – rat TrxR1 inhibition. recombinant rTrxR1, NADPH fluorescence consumption, selenite substrate. Potency, µM (top dose mostly 114 µM), for inactives: at the highest dose activity change, negative = inhibition, hits mostly inhibitors. AID 588453. O89049. hit rate 1% among 390,000; further: potency means the concentration at half of the fitted maximal effect; on the % scale 0 is the no-effect control and ±100 the full control effect; nearly all actives have a fitted effect of over 65% in size
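Rat TrxR1 (90 nM in the dispensed reagent) was pre-reduced with 400 uM NADPH for 5 min at room temperature, then incubated with compound for 15 min. After 400 uM selenite was added, NADPH fluorescence (Ex 340/Em 450 nm) was followed for 8 min.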
Vif-A3G inh – inhibitors of Vif-APOBEC3G interaction; Q9HC16; HeLa A3G-eYFP + Vif (tagged APOBEC3G with the HIV-1 protein that degrades it), YFP fluorescence, overnight; Potency, µM (titrated, usually from 46.1 µM), for inactives: at the highest dose activity, negative = active, actives largely listed as inhibitors; hit rate 0.076% among 410,000; AID 602310;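 further: potency means the concentration at half of the fitted maximal effect; on the % scale 0 is the no-effect control and ±100 the full control effect; nearly all actives have a fitted effect of over 60% in size; hits raise eYFP signal because A3G escapes Vif-driven loss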
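HeLa cells stably expressing Vif and C-terminally eYFP-tagged A3G, seeded overnight at 37 deg C, then exposed to compound by pintool overnight at 37 deg C. Rise in yellow fluorescence (Ex 488/Em 500-530, Acumen) marks blocked Vif-driven A3G degradation.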
Starred values were filed as active, the others as inactive; ? = inconclusive; nt = not tested or not shown; & = joins results of further samples; [ ] = remark or other dose. Unless noted, the call rests on the fitted dose curve; in most records, active means well fitted curve in the direction sought with a large enough effect; inconclusive means small, poorly fitted or top-dose-only effect, or another doubt; inactive means no such curve, though single readings can be large; an effect the other way counts as inactive or inconclusive. Some of the compounds tested (hit frequency here may not be typical).

SMILES	RGS4 inhibitor	TrxR1 substrate	USP1 inh	Vif-APOBEC3F blk	IDH1 R132H inh	Glioma ERSR ind	LDHA inh	TrxR1 inh	Vif-A3G inh
CCC(=O)Nc1nc2ccccc2n1CCN(C)C	10%	14%	-1%	0%	9%	-1%	1	30%	0%
CC1CCN(C(=O)C2CCN(S(=O)(=O)c3cnc[nH]3)CC2)CC1	5%	4%	-19%	-2%	8%	1%	1	18%[57.1 µM]	0%
O=C(COC(=O)CNS(=O)(=O)c1ccccc1)NC12CC3CC(CC(C3)C1)C2	19%	-4%	-5%	1%	3%	-3%	-5	7%	2%
COc1cccc(NC(=O)CCNC(=O)Cn2ccc3ccccc3c2=O)c1	13%&-4%	9%	-1%&-15%	-7%&-4%	-8%&-16%	-2%&-2%	-11&-8	13%	0%&-4%
Cc1cccc(C)c1NC(=O)C1CCCN1C(=O)OC(C)(C)C (stereo unspecified)	?	5%[11.4 µM]	-22%	-6%	7%	-5%	0	12%[11.4 µM]	-1%
Cc1cccc(N2CCN(C(=O)c3noc4c3CCCCC4)CC2)c1C	1%	-1%	-16%	-1%	-7%	-1%	-2	32%	11%
O=C(Nc1ccc2c(c1)OCCO2)c1ccc(CN2CCOCC2)cc1	0%	-2%[57.1 µM]	-3%	-10%	-11%	-3%	-2&-5	8%[57.1 µM]	-1%
COc1ccc(-n2nc3c(c2NC(=O)c2ccc(Br)o2)CS(=O)(=O)C3)cc1	18%	-4%	-3%	0%	-23%	-2%	3	?	-1%
C=CCC[C@@H](Cc1ccc(F)cc1)C(=O)OC[C@H](Cc1c[nH]c2ccccc12)NC(=O)[C@H](CC=C)CC(=O)NCCO	-31%	-12%[57.1 µM]	-9%	9%	2%	-13%	4	17%	-27%
O=C(O)c1cc(N(Cc2ccccc2O)Cc2ccccc2O)ccc1O	?	1%	nt	nt	nt	-5%	nt	40µM*	2%
COc1ccccc1-c1nc(C#N)c(NCCCn2ccnc2)o1	-18%	54%[activator][11.4 µM]	?	7%	1%	-2%	-7	8%[11.4 µM]	0%
COc1cc(C(=O)Nc2c(C(=O)O)[nH]c3ccc(C)cc23)cc(OC)c1OC	18%	-5%	-5%	-15%	-3%	0%	2	12%	?
CCOC(=O)N1CCC(NC(=O)CSCc2nc(-c3ccc(OC)c(OC)c3)oc2C)CC1	12%	11%	5%	-16%	1%	-1%	1	-16%	-6%
N#Cc1ccccc1S(=O)(=O)N1CCN(C(=O)C2CCCCC2)CC1	8%	1%	6%	-5%	-6%	0%	-11	14%	3%
CCCCCCCNC(=O)CN1C(=O)CSc2ccc(S(=O)(=O)N3CCOCC3)cc21	20%	-4%	?	6%	0%	1%	-14	5%	0%
CC(C)c1ccc(NC(=O)N2CCN(S(=O)(=O)c3ccccc3)CC2)cc1	8%	-2%	?	0%	-4%	-4%	-2	35%	0%
CSc1ccc(/C=C/c2ccnc3ccccc23)cc1	nt	12%[0.0914 µM]	nt	nt	nt	2%	-8	19%[0.0914 µM]	2%
CCOC(=O)C1/C(=N\O)CC(C)(O)C(C(=O)OCC)C1c1ccc(OC)c(OC)c1 (stereo unspecified)	-17%	8%[57.1 µM]	-17%	5%	-1%	-4%	-2	1%[57.1 µM]	-1%
NS(=O)(=O)c1cccc(NC(=O)CSc2ncnc3ccccc23)c1	11%	-5%	0%	4%	2%	-5%	-7	13%	-10%
COc1ccc(N2C(=O)CC(N(Cc3ccc(S(N)(=O)=O)cc3)C(C)=O)C2=O)cc1 (stereo unspecified)	3%	-8%[57.1 µM]	-18%	-1%	11%	-3%	-1	6%[57.1 µM]	-1%
COC(=O)c1ccc(CSc2nnc3c(Cl)cc(Cl)cn23)o1	-9%	11%[57.1 µM]	-2%	-6%	2%	-2%	0	?	0%
COc1cc(OC)cc(C(C(=O)NC2CCCCC2)N(C(=O)c2ccno2)c2ccccc2)c1 (stereo unspecified)	6%	2%[57.1 µM]	-11%	9%	-9%	-4%	-9	4%[57.1 µM]	-5%
CN(C(=O)c1ccc2c(c1)S(=O)(=O)N=C1CCCCCN12)c1ccccc1	23%	3%[57.1 µM]	-3%	6%	-8%	-3%	-2	22%[57.1 µM]	0%
COc1ccc(NC(=O)c2cc(-c3cccnc3)nc3ccc(C)cc23)cc1OC	-21%	2%[57.1 µM]	-23%	-9%	-4%	-3%	0	-3%[57.1 µM]	-5%
Cc1oc(-c2ccc(C(=O)NCCN(C)C)cc2)nc1CS(=O)(=O)c1ccccc1	10%	165%[activator]	4%	-4%	-8%	-1%	1	27%	3%

Arranged by the number under TrxR1 inh (rising): 3 of the compounds above.
Molecule,TrxR1 inh
CCOC(=O)N1CCC(NC(=O)CSCc2nc(-c3ccc(OC)c(OC)c3)oc2C)CC1,-16%
N#Cc1ccccc1S(=O)(=O)N1CCN(C(=O)C2CCCCC2)CC1,14%
CCC(=O)Nc1nc2ccccc2n1CCN(C)C,30%

Carrying on:
SMILES	RGS4 inhibitor	TrxR1 substrate	USP1 inh	Vif-APOBEC3F blk	IDH1 R132H inh	Glioma ERSR ind	LDHA inh	TrxR1 inh	Vif-A3G inh
Cc1cccc(N(C)C(=O)Cn2cnc3nc4c(cc3c2=O)CCCC4)c1	32%	-3%[57.1 µM]	-13%	0%	-15%	-4%	-5	3%[57.1 µM]	1%
Cn1c(/C=C/c2ccc(Cl)cc2Cl)c([N+](=O)[O-])c(=O)n(C)c1=O	27%	2%	-20%	2%	-10%	-4%	-4	5%	-15%
O=C(COC(=O)c1cncc(Br)c1)Nc1ccc(S(=O)(=O)N2CCOCC2)cc1	nt	nt	4%	-4%	-3%	-4%	-1	nt	0%
O=C1NC(=O)C(c2ccc(Cl)cc2Cl)N1 (stereo unspecified)	-14%	-6%	-16%	-17%	5%	-5%	-2	-7%	-1%
Cc1cc(NC(=O)c2ccc(F)cc2)ccc1NC(=O)c1ccco1	8%	-1%	-22%	-9%	11%	-1%	-3	9%	-3%
CCc1ccc(C(=O)COC(=O)C(Cc2ccccc2)NC(=O)C2CCC(C)CC2)cc1 (stereo unspecified)	2%	-3%	-11%	-5%	12%	-4%	-17	-5%	0%
Cn1ncc2c(NCCO)nc(Cl)nc21	-4%	-10%	-21%	5%	3%	-2%	-4	-15%	0%
COc1ccc(Sc2ncnc3onc(C)c23)cc1	20%	3%	-6%	6%	5%	-2%	-12	17%	0%
Cc1nc2nc(NC(=O)c3ccccc3F)[nH]n2c(=O)c1Cl	-16%	0%	?	4%	32%[activator]	-4%	-3	13%	3%
COc1ccccc1C(=O)n1nc(-c2ccccc2)nc1N	-49%	-11%	-8%	0%	7%	-4%	-2	-1%	-9%
O=C(CCC(=O)Nc1ccc(F)cc1)N/N=C/c1cccs1	-8%	-14%	-21%	-10%	4%	-4%	0	?	2%
CN(c1ccccc1)S(=O)(=O)c1nnc(NC(=O)C2CCCCC2)s1	-2%[56.9 µM]	9%[57.1 µM]	0%&-22%	-15%	-11%	0%&-5%	-6&-5	34%[57.1 µM]	0%&1%
COc1ccc(Nc2oc(COc3ccc(C)cc3)nc2C#N)cc1	-5%	-5%	?	-5%	3%	?	2&0	-14%	1%
Nc1[nH]c(=O)ncc1F	-32%	7%	-20%	2%	4%	-2%&1%	-4	39%	1%
COc1ccc(OC)c(N(CC(=O)NC2CC2)S(=O)(=O)c2ccc(C)cc2)c1	-33%	5%	-20%	2%	1%	-4%	-4	9%	2%
COc1ccccc1C(=O)N/N=C/c1cnc2ccccc2n1	-6%	-4%	-6%	11%	1%	1%	-4	-11%	0%
CSc1ccc(/C=N/n2c(COc3ccccc3)n[nH]c2=S)cc1	?	3%	-28%	6%	4%	4%	-4	11%	1%
COc1ccc2oc(=O)c(C(=O)NCc3ccccc3)cc2c1	-1%	15%	-19%	0%	3%	0%	-2&-11	26%	0%
O=C(CSc1ncn[nH]1)Nc1nnc(-c2ccccc2)s1	-23%	4%	-14%	0%	11%	1%	1	17%	-13%
Cc1nc2c(c(C)nn2-c2ccccc2)c(C)c1CCC(=O)Nc1ccc(CN2CCCC2)cc1	-15%	30%	-19%	-21%	1%	-6%	3	19%	-13%
Cc1ccc(NC(=O)CCn2cnc3ccccc3c2=O)c(C)c1	-5%	4%[57.1 µM]	7%	0%	0%	-2%	-2	5%[57.1 µM]	-2%
O=C(CCS(=O)(=O)c1ccc(Br)cc1)NC1CCCCCC1	-30%	1%	-18%	3%	4%	-5%	-3	30%	1%
c1csc(-c2noc(CN3CCN4CCCC4C3)n2)c1 (stereo unspecified)	-36%	7%	-19%	-1%	9%	-2%	1	24%	9%
Cc1cc(C)c(NC(=O)CSc2nc3ccncc3[nH]2)c(C)c1	-10%&-10%	1%&5%	-13%&-20%	-2%&4%	-6%&-2%	-2%&-3%	-6&-1	9%&0%	-11%&6%
O=C(Nc1cc(C(F)(F)F)ccc1Cl)c1cc2nc3c(c(C(F)(F)F)n2n1)CCCC3	-22%	3%	-18%	2%	-4%	-6%	0	1%[57.1 µM]	0%
CCCc1ccc(C(=O)CN2C(=O)C(=O)N(C3CCCC3)C2=O)cc1	-2%	-2%	-16%	-2%	-2%	3%	-5	18%	1%
CCOc1cc(N2CCOCC2)c(OCC)cc1NC(=O)CN1C(=O)N(C)C2(CCCCC2)C1=O	7%	2%	-11%	1%	-2%	-4%	-10	17%	-4%
